# GPR7 antagonist: GPR7 receptor antagonists, primary screen, cell-based, fluorescence, single concentration. actives 1.1% (n = 290,000). inhibition, % at 4.4 µM. GPR7-expressing cells, fluorescence antagonist assay. Neuropeptides B/W receptor type 1 (Homo sapiens), P48145; in the data active means inhibition above about 16%, passing the limit was not always enough;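 further: cells stimulated with the agonist NPW; 0% = agonist with vehicle and 100% = vehicle without agonist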
# Target sequence (P48145 whole entry, looked up): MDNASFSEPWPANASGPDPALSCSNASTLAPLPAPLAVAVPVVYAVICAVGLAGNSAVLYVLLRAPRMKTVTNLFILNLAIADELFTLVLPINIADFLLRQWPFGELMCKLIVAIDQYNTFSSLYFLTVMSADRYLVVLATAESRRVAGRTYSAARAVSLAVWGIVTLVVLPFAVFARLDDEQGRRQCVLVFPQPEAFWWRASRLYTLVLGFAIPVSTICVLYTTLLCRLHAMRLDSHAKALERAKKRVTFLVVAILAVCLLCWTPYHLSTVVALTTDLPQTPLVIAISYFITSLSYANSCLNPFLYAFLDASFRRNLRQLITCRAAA
# MEKK2wt PB1 HTS: modulators of MEK5 binding to wildtype MEKK2, primary screen, biochemical, multiplex bead flow cytometry, Alexa488-MEK5; Mitogen-activated protein kinase kinase kinase 2 (Homo sapiens), Q9Y2U5; Alexa488-MEK5 binding to MEKK2 WT; actives lie on both sides; binding response (% of control), % at 10 µM; actives 1.1% (n = 290,000); AID 1531, 2009; in the data active means binding response below about 67% or above about 130%
# V1R ag counter: agonists of human V1a receptor, primary screen, counter-screen for OXTR agonist project, fluorescence, CHO-V1R cells; Vasopressin V1a receptor (Homo sapiens), P37288; Fluo-8 calcium fluorescence, agonist mode; 0% DMSO, 100% 3 nM vasopressin; activation, % at 3 µM; actives 0.25% (n = 320,000); AID 2797, 2010;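 active means activation above the mean activation of all tested compounds plus 3 SD, per screening run, cut at about 20% in these data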;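 further: signal is peak over basal fluorescence ratio across a 100 second FLIPR read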
# Target sequence (P37288 whole entry, looked up): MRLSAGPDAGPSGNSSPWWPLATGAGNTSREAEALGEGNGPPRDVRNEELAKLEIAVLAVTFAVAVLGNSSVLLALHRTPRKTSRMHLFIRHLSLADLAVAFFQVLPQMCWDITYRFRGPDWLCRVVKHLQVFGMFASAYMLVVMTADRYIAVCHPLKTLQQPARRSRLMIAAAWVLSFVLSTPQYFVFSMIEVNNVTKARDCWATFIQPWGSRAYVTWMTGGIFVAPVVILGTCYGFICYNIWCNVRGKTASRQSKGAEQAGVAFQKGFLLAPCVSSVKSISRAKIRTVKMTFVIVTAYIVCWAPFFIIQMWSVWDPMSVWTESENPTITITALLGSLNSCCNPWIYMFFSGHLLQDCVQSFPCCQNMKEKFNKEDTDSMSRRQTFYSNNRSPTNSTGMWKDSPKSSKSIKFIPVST
# NALP1 yeast inh: NALP1 inflammasome inhibitors in reconstituted yeast, colorimetric, S. cerevisiae, triplicate retest | AID 2071, 2009 | S. cerevisiae NALP1/ASC/caspase-1 growth, X-gal OD620, 72 h | actives 0.61% (n = 280,000) | inhibition, % at 10 µM; in the data active means inhibition mostly above about 24%, no sharp cut-off; inactive means mostly below about 32%; further: some compounds called inactive have numbers as strong as hits
# OXTR ag: human OXTR agonists, primary screen, fluorescence, CHO-OTR cells, Fluo-8 calcium; Oxytocin receptor (Homo sapiens), P30559; Fluo-8 calcium fluorescence; normalized: DMSO 0%, oxytocin 100%; activation, % at 3 µM; actives 0.32% (n = 320,000); AID 2435, 2010;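 active means activation above the mean of all tested compounds plus 3 SD, cutoff set per screening run, cut at about 20% in these data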;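 further: peak over basal fluorescence ratio from a 100 s FLIPR kinetic read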
# OXTR potentiate: human OXTR potentiators, primary screen, fluorescence, CHO-OTR cells, Fluo-8 calcium; Oxytocin receptor (Homo sapiens), P30559; Fluo-8 calcium fluorescence, potentiator mode; 0% = oxytocin EC15, 100% = EC100; activation, % at 3 µM; actives 0.061% (n = 320,000);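 active means activation above that plate's cutoff, the mean activation of tested compounds plus 3 SD, cut at about 6.6% in these data, passing the limit was not always enough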;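 further: 100% uses oxytocin at 75 nM as the full agonist control; some results filed as inactive read as strong as hits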
#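 Assay system: CHO-OTR cells, human receptor / Also added: oxytocin at about EC15, sub-maximal agonist stimulus / Dosing: single dose, 3.0 µM nominal final compound concentration / Incubation: 6 min pre-incubation, 100 s read / Technique: Fluo-8 calcium dye fluorescence / Read-out: % activation vs EC15 and EC100 oxytocin / Benchmarks: EC15 oxytocin low, 75 nM oxytocin high / Replicates: singlicate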
# GalR3 antagonist: GalR3 antagonists in HEK293 cells, primary screen, cell-based, fluorescence readout | Galanin receptor type 3 (Homo sapiens), O60755 | HEK293 GalR3-CNG cAMP membrane potential fluorescence; galR3 body fused to GalR1 C-terminus | inhibition, % at 3 µM | actives 0.44% (n = 360,000);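 active means inhibition above the screen-wide average plus 3 SD, cut at about 13% in these data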;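 further: forskolin and galanin both at EC90 stimulate the cells; cAMP rise reported by CNG channel membrane potential dye signal; 0% = forskolin plus galanin with DMSO and 100% = forskolin alone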
# Target sequence (O60755 1-299 limits assumed): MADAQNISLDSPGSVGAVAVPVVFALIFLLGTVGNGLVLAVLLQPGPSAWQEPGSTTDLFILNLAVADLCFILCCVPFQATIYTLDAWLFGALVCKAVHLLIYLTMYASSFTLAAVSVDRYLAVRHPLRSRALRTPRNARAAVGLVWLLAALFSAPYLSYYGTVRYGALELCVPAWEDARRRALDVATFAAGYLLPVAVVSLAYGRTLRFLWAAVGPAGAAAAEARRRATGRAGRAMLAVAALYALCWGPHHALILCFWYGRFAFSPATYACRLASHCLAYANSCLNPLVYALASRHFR
# MEKK2mut PB1 HTS: MEK5 binding signal on mutant MEKK2 PB1, primary screen, biochemical, multiplex bead flow cytometry, Alexa488-MEK5; AID 1530, 2009; actives 0.35% (n = 290,000); percent response, % at 10 µM; Alexa488-MEK5 binding to MEKK2 mutant; in the data active means percent response above about 24%, passing the limit was not always enough; further: inactives centre near 1; some results filed as inactive read as strong as hits; reference of the scale not given here
# M18AAP inhibitor: PfM18AAP inhibitors, malaria aminopeptidase, primary screen, biochemical, QFRET, recombinant enzyme | actives 1.2% (n = 290,000) | H-Glu-NHMec fluorogenic cleavage | inhibition, % at 7.35 µM | M18 aspartyl aminopeptidase (Plasmodium falciparum 3D7);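 active means inhibition above the campaign mean inhibition over all tested compounds plus 3 SD, cut at about 28% in these data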;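 further: 0% = plate median of test compound wells and 100% = 2 mM ZnCl2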
# Numbers without * were called inactive; · = not tested or not shown; [ ] = remark or other dose.
no.	Molecule	GPR7 antagonist	MEKK2wt PB1 HTS	V1R ag counter	NALP1 yeast inh	OXTR ag
1	O=C(NCc1ccncc1)C(=O)NCc1ccncc1	-1	93	0.1	17	0.6
2	CC(NC(=O)COc1ccc(N(C)S(=O)(=O)c2ccccc2)cc1)c1ccccc1 (stereo not drawn)	-9	108	2.1	13	-0.3
3	CC(C)c1nc(SCC(=O)N2CCOCC2)c2c(=O)n(C)c(=O)n(C)c2n1	-8	102	0.4	-7	0.1
4	CCc1ccc(OCCSc2nc3ccccc3n2CC(=O)O)cc1	4	95	0.1	10	0.1
5	O=C(CN1c2ccccc2Sc2ccccc21)NNC(=O)Nc1ccc(Cl)c(Cl)c1	-4	113	0.1	·	-0.5
6	O=[N+]([O-])c1ccc(N2CCN(c3ccc(F)cc3)CC2)cc1	44*	105	1.7	19	0.9
7	COc1ccc(Cl)cc1C(=O)NCC#N	-8	94	1.4	3	1.6
8	Cc1ccc2nc(Cn3cc(C(F)(F)F)cc(Cl)c3=O)cc(=O)n2c1	8	75	1.2	7	0.6
9	CCc1nc(OCCN(C)C)c2oc3ccccc3c2n1	-10	106	0.6	22	0.9
10	O=C(NCC1CCCCC1)c1ccc(Cl)c(S(=O)(=O)N2CCOCC2)c1	·	·	3.5	·	1.1
11	Nc1nc(-c2cccnc2)nn1C(=O)c1ccccc1Cl	-17	100	·	16	·
12	CCOc1ccc(NC(=S)NC(C)c2cccs2)cc1 (stereo not drawn)	4	102	0.1	6	-1.1
13	O=C1c2ccccc2C(=O)N1OCc1ccc(Cl)cc1	-3	115	-0.6	17	-1.5
14	CCCCC(=O)OCC(=O)Nc1ccc(C)c(F)c1	-7	88	-0.5	5	-0.8
15	CCOC(=O)c1c(C)[nH]c(C)c1S(=O)(=O)N1CCN(C(=O)c2ccco2)CC1	-12	99	-0.9	20	-0.2

no.	OXTR potentiate	GalR3 antagonist	MEKK2mut PB1 HTS	M18AAP inhibitor
1	-21	0	-5	-7
2	-11	-4	1	-6
3	-3	·	8	8
4	-9	-10	9	-13
5	-9	0	-12	-2
6	-18	-10	3	-5
7	-3	-2	-4	8
8	-3	-1	-12	-2
9	1	-3	-1	1
10	-6	-6	·	·
11	·	-4	-4	-4
12	-1	-2	0	8
13	-15	-4	6	3
14	0	-6	-11	0
15	-6	-6	-1	0

# Next records follow:
no.	Molecule	GPR7 antagonist	MEKK2wt PB1 HTS	V1R ag counter	NALP1 yeast inh	OXTR ag
16	CCOC(=O)N1CCC(NCCNC(=O)c2ccc(F)c(F)c2)CC1	·	·	0.6	·	1.3
17	CCn1c(C)c(C)c2cc(C(=O)N3CCc4ccccc4C3)ccc21	8	97	-0.9	-2	-3.2
18	N=c1c(C(=O)NCc2ccccc2)cc2c(=O)n3ccccc3nc2n1CCCN1CCOCC1	·	·	-0.1	-2	0.0
19	CC12CC(c3ccccc3O1)N(C(=O)c1ccco1)C(=S)N2c1ccc(F)cc1 (stereo not drawn)	0	100	0.9	6	-0.2
20	Cc1ccc(SCC(=O)OC(C)C(=O)N2CCc3ccccc32)cc1 (stereo not drawn)	·	·	-0.6	·	-2.3
21	CC(C)(C)c1ccc(C(=O)N2CCN(c3nc4ccccc4o3)CC2)cc1	-7	108	5.8	-6	3.5
22	Cc1ccc(C)c(N2CCN(S(=O)(=O)c3c(C)noc3/C=C/N(C)C)CC2)c1	-12	92	-0.2	-10	-1.4
23	Cc1cc2cc(CNC(=O)c3cccs3)ccc2[nH]1	-9	55*[inhibitor]	2.2	14	3.1
24	CC(=O)c1ccc(OCC(=O)Nc2c(C)nn(-c3ccccc3)c2C)cc1	·	·	-0.1	·	-0.4
25	O=C(CN1C(=O)CSC1=O)Nc1ccc(N2CCOCC2)cc1	-7	·	0.3	9	1.4
26	CC(=O)c1cccc(NC(=O)c2ccc(OC3CSC3)cc2)c1	-11	99	2.7	0	1.5
27	Cc1cc(Cl)ccc1NC(=O)CCCN1C(=O)CCC1=O	-2	104	-0.4	14	0.7
28	CCN(CC)CCCNC1CCS(=O)(=O)C1 (stereo not drawn)	3	99	-0.1	22	1.5
29	O=C(O)c1cnn2c1NC(c1ccc(F)cc1)CC2C(F)(F)F (stereo not drawn)	-16	109	3.6	37	3.0
30	O=C(CSc1nnc(-c2cccs2)n1-c1ccccc1)N1CCN(C(=O)c2ccco2)CC1	-14	99	·	-3	·

no.	OXTR potentiate	GalR3 antagonist	MEKK2mut PB1 HTS	M18AAP inhibitor
16	-4	-6	·	·
17	-13	-5	0	5
18	-6	-3	·	·
19	-3	-5	-2	2
20	-13	-5	·	·
21	-10	·	9	-7
22	-15	-4	-9	10
23	-6	·	-11	-3
24	-1	0	·	·
25	2	-5	·	-3
26	-9	-4	-1	-6
27	0	-3	4	-9
28	5	-3	-8	-6
29	-6	-3	7	-3
30	·	·	-6	4

# Other structures:
no.	Molecule	GPR7 antagonist	MEKK2wt PB1 HTS	V1R ag counter	NALP1 yeast inh	OXTR ag
31	CCOc1ccc(N2C(=O)C(CC(=O)Nc3ccccc3)N(Cc3ccccn3)C2=S)cc1 (stereo not drawn)	2	91	-0.4	-6	0.0
32	Cc1ccc(C(=O)NCCc2nnc3ccc(SCC(=O)NCc4ccc(F)cc4)nn23)cc1	-13	101	0.3	7	-0.1
33	COc1ccc(OC)c(NC(=S)NCC(c2cccnc2)N2CCOCC2)c1 (stereo not drawn)	-7	99	0.5	5	0.4
34	COC(=O)C1Sc2[nH]c(=O)sc2C2c3ccccc3OC(=O)C12 (stereo not drawn)	-13	98	0.5	1	0.8
35	NC1=NC(=O)/C(=C/C=C/c2cccs2)S1	·	·	-0.7	·	-0.8
36	COc1ccccc1NC(=O)c1ccc(-n2cccn2)c([N+](=O)[O-])c1	-2	77	5.0	13	2.8
37	COCCNC(=O)C1CCN(S(=O)(=O)c2ccccc2)CC1	-15	100	0.0	8	0.4
38	O=C(Nc1ccccc1N1CCCC1)c1cccc(F)c1	-13	105	-0.3	12	-2.0
39	O=C1c2ccccc2C(=O)N1CCCCSc1nnnn1-c1ccccc1	-5	94	2.0	-19	0.1
40	COc1ccc(NC(=S)N2CCN(C(c3ccccc3)c3ccccc3)CC2)c(OC)c1	-2	93	-0.1	-2	-0.6
41	COc1cccc(-c2nnc(SCC(=O)NC3CCS(=O)(=O)C3)n2C)c1 (stereo not drawn)	·	·	1.3	·	1.1
42	CCOC(=O)c1c(O)c2cc(Cl)ccc2n(CC)c1=O	-1	101	-0.8	49	-1.1
43	O=C(CSc1nnc(C2CC2)n1Cc1ccccc1)NCc1ccccc1	-2	103	-0.2	6	-0.3
44	COCC(=O)Nc1cccc(Br)c1	-13	100	0.6	10	-0.4
45	COc1ccccc1CNC(=O)CN1CCC(n2cnc3cc(F)ccc32)CC1	-10	102	0.3	8	1.1

no.	OXTR potentiate	GalR3 antagonist	MEKK2mut PB1 HTS	M18AAP inhibitor
31	-30	-4	-9	0
32	-5	4	7	5
33	-9	-3	-3	-5
34	-6	-2	3	8
35	-2	-6	·	·
36	-12	2	1	-2
37	-2	-10	2	-8
38	-12	-11	3	7
39	-9	-4	-5	2
40	-15	1	-4	1
41	-9	-8	·	·
42	-6	-1	-1	0
43	-1	-1	2	5
44	-14	-4	1	0
45	-2	-2	-1	-4

# Shown with two lines to a compound: entries from further up
# Every second line gives: GPR7 antagonist | MEKK2wt PB1 HTS | V1R ag counter | NALP1 yeast inh | OXTR ag | OXTR potentiate | GalR3 antagonist | MEKK2mut PB1 HTS | M18AAP inhibitor
39) O=C1c2ccccc2C(=O)N1CCCCSc1nnnn1-c1ccccc1
→ -5 | 94 | 2.0 | -19 | 0.1 | -9 | -4 | -5 | 2
40) COc1ccc(NC(=S)N2CCN(C(c3ccccc3)c3ccccc3)CC2)c(OC)c1
→ -2 | 93 | -0.1 | -2 | -0.6 | -15 | 1 | -4 | 1
41) COc1cccc(-c2nnc(SCC(=O)NC3CCS(=O)(=O)C3)n2C)c1 (stereo not drawn)
→ · | · | 1.3 | · | 1.1 | -9 | -8 | · | ·
42) CCOC(=O)c1c(O)c2cc(Cl)ccc2n(CC)c1=O
→ -1 | 101 | -0.8 | 49 | -1.1 | -6 | -1 | -1 | 0
43) O=C(CSc1nnc(C2CC2)n1Cc1ccccc1)NCc1ccccc1
→ -2 | 103 | -0.2 | 6 | -0.3 | -1 | -1 | 2 | 5

# Next section.
no.	Molecule	GPR7 antagonist	MEKK2wt PB1 HTS	V1R ag counter	NALP1 yeast inh	OXTR ag
46	Cc1nn(C2CCCO2)c(=O)nc1N (stereo not drawn)	-4	102	0.8	-23	1.5
47	O=c1cc(N2CCCCC2)c(-c2ccccc2)nn1Cc1ccc(F)cc1	4	104	-1.5	5	-2.0
48	Cc1ccccc1N(C)C(=O)c1coc(=O)c2ccccc12	0	120	0.3	-6	-0.2
49	COc1ccc(N2CCN(C(=O)Nc3ccccc3C)CC2)cc1	-2	99	0.6	10	1.1
50	Cn1cc(/C=N/NC(N)=S)c2ccccc21	0	105	1.5	·	-1.1
51	O=C(NN1CCOCC1)c1ccc(Cl)cc1	-11	96	1.0	34	0.2
52	O=C(Nc1nnc(CCN2CCOCC2)s1)c1ccccc1	-1	91	1.9	-6	1.1
53	O=C(Nc1ccc(NC(=O)c2ccc([N+](=O)[O-])cc2[N+](=O)[O-])cc1)c1ccco1	-2	101	0.0	18	0.7
54	CCC1CC2(C)NC(=O)c3c(sc4c3CC(C)(C)OC4)N2C1=O (stereo not drawn)	-8	·	·	-3	·
55	O=C(NCCc1ccc(F)cc1)N[C@@H](Cc1ccccc1)C(=O)O	8	102	1.5	5	0.8
56	CCCCN(C)C(=O)c1nc2ccccn2c1CN1CCC[C@H]1C(=O)OC	-11	100	0.7	3	-1.3
57	CCOc1ccccc1NS(=O)(=O)c1ccc2[nH]c(=O)ccc2c1	-10	110	·	12	·
58	C=CCNc1nnnc2c1sc1nc(N3CCOCC3)c3c(c12)CCCC3	-12	69	0.1	5	-0.6

no.	OXTR potentiate	GalR3 antagonist	MEKK2mut PB1 HTS	M18AAP inhibitor
46	-3	3	-3	-8
47	-8	-10	-1	-2
48	-8	-4	5	4
49	-11	0	-2	-6
50	-9	-4	-1	21
51	-7	-9	-1	-12
52	-2	8	-6	-14
53	-20	-9	1	-4
54	·	-5	·	-24
55	-6	-9	1	-3
56	-9	-4	0	-5
57	·	-11	6	-3
58	0	1	-23	0

# Bioassay records from PubChem.

# Compounds as they come. About 4.1% of those tested had a hit in this group.
